High-throughput results from PubChem.
PAFAH1B3 inh: PAFAH1B3 enzyme inhibitors, primary screen, biochemical, fluorescence polarization, human; Platelet-activating factor acetylhydrolase IB subunit alpha1 (Homo sapiens), Q15102; recombinant PAFAH1B3, FP-rhodamine probe; inhibition, % at 3.39 µM; 340,000 compounds, 0.28% hits; AID 492972, 2010;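 active means inhibition above the screen-wide average of all tested compounds plus 3 SD, cut at about 25% in these data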;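 further: 0% = enzyme with DMSO only and 100% = wells lacking PAFAH1B3 protein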
Target sequence (Q15102 whole entry, looked up): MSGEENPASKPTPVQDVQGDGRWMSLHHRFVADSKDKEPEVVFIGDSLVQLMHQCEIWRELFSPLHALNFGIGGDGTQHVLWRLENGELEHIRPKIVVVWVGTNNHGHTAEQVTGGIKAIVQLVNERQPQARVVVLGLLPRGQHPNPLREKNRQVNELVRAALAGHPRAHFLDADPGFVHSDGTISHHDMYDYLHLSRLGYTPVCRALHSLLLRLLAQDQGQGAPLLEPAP
PAFAH1B2 FP inh: PAFAH1B2 enzyme inhibitors, primary screen, biochemical, fluorescence polarization, human | recombinant PAFAH1B2, FP-rhodamine activity probe | inhibition, % at 3.39 µM | 340,000 compounds, 1.2% hits;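 active means inhibition above the mean of all tested compounds plus 3 SD, cut at about 24% in these data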;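 further: 0% = enzyme with DMSO and 100% = wells lacking PAFAH1B2; many of its hits are not listed in these tables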
LYPLA2 counter: LYPLA2 inhibitors, primary screen, counter-screen for PME1 inhibitor project, biochemical, fluorescence polarization, FP-Rh probe ABPP. AID 2177, 2009. recombinant LYPLA2. inhibition, % at 5.9 µM. 320,000 compounds, 0.38% hits. Acyl-protein thioesterase 2 (Homo sapiens), O95372;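 active means inhibition above the screen-wide mean plus 3 SD, limit set per campaign, cut at about 26% in these data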;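 further: 0% = LYPLA2 with DMSO and 100% = wells lacking LYPLA2 enzyme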
pPAFAH inh: pPAFAH enzyme inhibitors, primary screen, biochemical, fluorescence polarization, human. Platelet-activating factor acetylhydrolase (Homo sapiens), Q13093. recombinant pPAFAH, FP-rhodamine probe fluorescence polarization. inhibition, % at 3.39 µM. 330,000 compounds, 1.5% hits;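 active means inhibition above the mean inhibition across the screen plus 3 SD, cut at about 25% in these data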;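 further: inhibitors block binding of the rhodamine activity-based probe so polarization drops; 0% = enzyme with DMSO and 100% = wells lacking pPAFAH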
Target sequence (Q13093 whole entry, looked up): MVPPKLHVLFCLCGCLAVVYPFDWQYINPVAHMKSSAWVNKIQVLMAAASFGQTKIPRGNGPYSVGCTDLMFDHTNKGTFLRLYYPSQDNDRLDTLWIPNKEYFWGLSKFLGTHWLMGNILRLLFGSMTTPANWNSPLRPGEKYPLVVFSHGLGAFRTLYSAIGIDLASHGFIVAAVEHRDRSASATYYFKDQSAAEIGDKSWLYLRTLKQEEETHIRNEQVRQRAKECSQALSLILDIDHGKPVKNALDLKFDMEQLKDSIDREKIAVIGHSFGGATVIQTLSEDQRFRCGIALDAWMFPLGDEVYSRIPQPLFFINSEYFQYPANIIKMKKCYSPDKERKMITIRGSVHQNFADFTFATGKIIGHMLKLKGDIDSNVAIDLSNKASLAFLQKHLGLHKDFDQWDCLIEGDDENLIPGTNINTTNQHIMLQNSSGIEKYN
LYPLA1 inh: LYPLA1 inhibitors, primary screen, counter-screen for PME1 inhibitor project, biochemical, fluorescence polarization, FP-Rh probe ABPP | recombinant LYPLA1 | inhibition, % at 5.9 µM | 320,000 compounds, 0.16% hits;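 active means inhibition above the mean of all tested compounds plus 3 SD, set per campaign, cut at about 14% in these data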;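 further: inhibitors block serine hydrolase probe labeling of LYPLA1 so polarization falls; 0% = enzyme with DMSO and 100% = wells lacking LYPLA1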
Target sequence (O75608 whole entry, looked up): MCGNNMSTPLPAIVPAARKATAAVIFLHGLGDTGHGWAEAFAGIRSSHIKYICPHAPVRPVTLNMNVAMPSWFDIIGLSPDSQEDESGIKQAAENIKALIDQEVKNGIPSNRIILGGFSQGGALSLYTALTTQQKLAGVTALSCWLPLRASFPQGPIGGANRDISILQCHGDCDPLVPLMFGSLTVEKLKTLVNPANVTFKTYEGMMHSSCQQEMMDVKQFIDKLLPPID
PAD4 inh: human PAD4 inhibitors, primary screen, biochemical, fluorescence polarization, 1536-well format | Protein-arginine deiminase type-4 (Homo sapiens), Q9UM07 | recombinant PAD4, RCA probe fluorescence polarization | inhibition, % at 6.36 µM | 330,000 compounds, 0.41% hits | AID 485272, 2010;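 active means percent inhibition above a cutoff equal to the mean of all tested compounds plus 3 SD, cut at about 15% in these data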;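 further: 0% = PAD4 with RCA probe and DMSO and 100% = probe without PAD4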
PAFAH2 inh: PAFAH2 enzyme inhibitors, primary screen, biochemical, fluorescence polarization, human; Platelet-activating factor acetylhydrolase 2, cytoplasmic (Homo sapiens), Q99487; recombinant PAFAH2, FP-rhodamine activity probe; inhibition, % at 3.39 µM; 340,000 compounds, 0.99% hits; AID 492956, 2010;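 active means inhibition above the mean over all tested compounds plus 3 SD, cut at about 30% in these data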;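 further: inhibitors block probe labeling of enzyme so polarization drops; 0% = enzyme with DMSO and 100% = wells lacking PAFAH2 protein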
GSTO1 inh: inhibitors of recombinant GSTO1, primary screen, counter-screen for RBBP9 inhibitor project, biochemical, fluorescence polarization. Glutathione S-transferase omega-1 (Homo sapiens), P78417. activity-based probe fluorescence polarization. inhibition, % at 5.96 µM. 300,000 compounds, 1.1% hits;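 active means inhibition above the campaign mean inhibition plus 3 SD, cut at about 35% in these data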;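 further: 0% = GSTO1-1 with DMSO and 100% = wells lacking GSTO1-1 enzyme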
PREPL inhibitor: PREPL enzyme inhibitors, primary screen, biochemical, fluorescence polarization | Prolyl endopeptidase-like (Homo sapiens), Q4J6C6 | inhibition, % at 5.96 µM | 320,000 compounds, 0.68% hits | recombinant PREPL, fluorescence polarization activity-based probe | AID 2751, 2010; in the data active means inhibition above about 43%;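 further: 0% = enzyme with DMSO and 100% = wells lacking enzyme; many of its hits are not listed in these tables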
Starred values were filed as active, the others as inactive; / = no result given. The list is partial (hit frequency here may not be typical).

No.	mol	PAFAH1B3 inh	PAFAH1B2 FP inh	LYPLA1 inh	PAD4 inh	GSTO1 inh	PAFAH2 inh	pPAFAH inh	LYPLA2 counter	PREPL inhibitor
1	O=C(NC(Nc1ccc(F)cc1)(C(F)(F)F)C(F)(F)F)c1cccnc1	2	5	-4	-6	-1	-5	5	2	6
2	CCOC(=O)CSc1nc(-c2ccccc2)nc2ccc(C)cc12	2	-1	2	-2	9	0	2	3	-11
3	Cc1ccc(C)c(Cn2nnc3c(=O)[nH]c(C4CCCN(C(=O)c5cccs5)C4)nc32)c1 (configuration not stated)	3	-6	2	-3	0	5	-3	-5	2
4	CSc1ccccc1NC(=O)Nc1cccc(Cl)c1Cl	1	15	-4	-4	-6	-2	-2	-5	-6
5	COc1ccc(CCNc2nc(C)c(C(C)=O)s2)cc1OC	6	4	2	-6	3	0	7	7	-9
6	CSc1nsc(SC)c1NC(=O)OCCc1ccccn1	10	1	0	2	0	0	-1	-2	-5
7	COc1cccc(Nc2ncccc2C(=O)O)c1	9	4	2	3	3	-2	7	7	12
8	COc1ccc2oc(C(=O)OC/C(O)=C(\C#N)c3nc4ccccc4[nH]3)c(C)c2c1	-2	-8	0	-3	8	-4	5	4	16
9	CCOC(=O)N1CCN(C(=O)Cc2ccc(-n3c(=S)[nH]c4ccccc4c3=O)cc2)CC1	5	3	1	-2	-4	1	12	4	7
10	CCOC(=O)c1cc(-c2ccccc2)n(CCC(=O)N2CCN(c3ccc(OC)cc3)CC2)c1C	7	2	0	-4	2	-1	6	-3	20
11	CCn1cc(Br)c(C(=O)Nc2ccc(Cl)cc2Cl)n1	7	5	-6	-3	1	1	-2	1	-10
12	CCS(=O)(=O)Nc1cccc(-c2nc3cccnc3s2)c1C	1	-1	-3	-5	5	2	2	6	5
13	c1ccc(Cn2nnc3c(N4CCN(Cc5ccc6c(c5)OCO6)CC4)ncnc32)cc1	4	9	-10	4	1	6	2	-3	-32
14	Cc1ccc(S(=O)(=O)/N=C(\N)c2ccc(F)cc2)cc1	11	7	-4	-3	-3	3	0	-1	-3
15	CCc1ccc(S(=O)(=O)Nc2cc3c(cc2N2CCOCC2)n(C)c(=O)c(=O)n3C)cc1	9	26*	0	-4	6	16	4	-5	13
16	COc1ccc(C(CNC(=O)c2ccc(S(=O)(=O)Nc3ccccc3C)cc2)N2CCOCC2)cc1 (configuration not stated)	11	8	2	5	-2	7	33*	5	-1
17	O=C(O/N=C1\CCCc2ccccc21)c1ccc(F)cc1	9	4	1	0	0	14	0	9	-9
18	COc1ccccc1NC(=O)c1ccccc1NC(=O)c1ccccc1C(=O)O	4	2	-2	-1	3	2	-3	6	4
19	COc1ccc(/C=N/Nc2nccnc2Cl)cc1	11	8	1	-4	8	2	0	-1	10
20	CC1CC(C)CN(C(=O)COC(=O)c2ccc(N3CCCC3=O)cc2)C1 (configuration not stated)	9	12	/	-3	/	23	2	/	8
21	Cc1cccc(CCNC(=O)CCCOc2cc(=O)n(C)c3ccccc23)c1	2	-3	1	1	-10	6	5	3	-10
22	CCOc1cccc(CN2CCN(CCc3ccccc3)C(CCO)C2)c1O (configuration not stated)	-1	-5	-3	-1	-2	2	7	4	7
23	Cc1cc(C(=O)N2CCN(c3ccccn3)CC2)no1	-1	0	-2	0	3	-9	-2	-1	3
24	CCN1CCN(c2ccc(S(=O)(=O)N3CCCCC3)cc2NC(=O)c2cccc(F)c2)CC1	-3	-4	2	1	-3	3	7	7	-8
25	CC(=O)Nc1ccc2c(c1)nc1n2CCOC1	3	2	-2	1	0	2	-3	0	10
26	Cc1ccc(S(=O)(=O)N(C)c2ccccc2)cc1	8	8	2	4	4	3	4	8	-9
27	CC(C)c1cc(C(=O)N2CCCC(CCC(=O)NCc3ccccc3F)C2)n(C)n1 (configuration not stated)	2	0	-3	0	-4	8	18	2	9
28	CCOC(=O)N1CCC(N(CCN(C)C)C(=S)Nc2ccc(OCC)cc2)CC1	/	/	0	0	-3	/	7	2	-1
29	Cc1ccc(S(=O)(=O)N2CCC(C(=O)Nc3ncccc3O)CC2)cc1	1	10	2	-2	/	-2	1	2	-3
30	CSc1ccc(/C=N/S(=O)(=O)c2ccccc2)cc1	1	5	5	-1	4	1	5	-3	2
31	Cc1ccc(NC(=O)CSc2nncn2-c2ccccn2)cc1Cl	6	3	-4	0	0	-11	-1	1	-4
32	CC(NC(=O)c1cc(-c2cccs2)on1)c1ccccc1 (configuration not stated)	4	7	1	-1	3	1	-4	2	1
33	CN1C(=O)c2ccccc2N(C)C1c1ccccc1Cl (configuration not stated)	11	10	2	0	11	2	1	6	-5
34	O=C(CSc1nnc(CNC(=O)c2ccccc2)o1)NCc1ccccc1Cl	6	3	-7	0	1	2	3	-7	-8
35	CCN(Cc1ccncc1)C(=O)CCc1nnc(CCc2ccc(OC)cc2)o1	2	4	-3	3	2	1	-3	1	-3
36	CC(O)c1ccc(Oc2cnccn2)cc1 (configuration not stated)	3	4	-4	-2	5	-1	5	-5	1
37	CCOC(=O)N/N=C1\CC(C)CC(C)(C)C1 (configuration not stated)	6	10	-1	-3	-3	0	2	-7	1
38	O=C(C1CC1)N1N=C(c2ccccc2)CC1(O)C(F)(F)F (configuration not stated)	2	0	2	0	-4	-3	-2	3	-2
39	CC1(c2ccccc2)NC(=O)N(CC(=O)Nc2cccc(/C=C/c3ccccn3)c2)C1=O (configuration not stated)	0	-2	-14	-6	-20	1	-7	-25	-18
40	COC(=O)CCC(=O)OC1(C)C(=O)C=C2C=C(C3CC3)N(Cc3ccc(OC)cc3)C=C2C1=O (configuration not stated)	-4	10	1	2	21	0	9	2	59*
41	CCCc1nnc(SCC(=O)O)n1CC	0	2	3	3	8	-4	0	0	-2
42	CSCC(=O)N1CCCC(CNC(=O)c2ccccc2Cl)C1 (configuration not stated)	7	-2	-1	0	5	-1	19	-6	-6
43	O=C(CCC(=O)OCc1ccc([N+](=O)[O-])cc1)Nc1ccccc1Cl	6	2	-7	-1	7	1	-2	-3	7
44	O=C(Cc1cccs1)Nc1ccc(Cl)cc1	9	-1	-5	2	9	-8	8	-4	-6
45	CCOC(=O)c1cn(CC(=O)Nc2ccc(C)cc2)nn1	-2	3	3	0	0	-5	-2	4	1
46	COC(=O)C1=C(CS(=O)(=O)c2ccc(OC)cc2)NC(=O)NC1c1ccccc1 (configuration not stated)	0	5	1	-3	-2	6	-3	1	9
47	CC(=O)Nc1ccc(S(=O)(=O)c2c(N)n(CCN3CCOCC3)c3nc4ccccc4nc23)cc1	2	-1	-5	-2	2	-8	3	4	4
48	N/C(Cc1cccc2ccccc12)=N\OC(=O)COc1ccccc1	3	0	-1	4	0	4	6	1	-5
49	O=C(CSc1ccc(-c2ccc(F)cc2)nn1)N1CCCCC1	6	2	-4	-7	-1	2	-2	-3	5
50	CC(C)Cc1nc2sc3c(NCc4ccco4)ncnc3c2c2c1COC(C)(C)C2	8	2	2	1	-1	-5	-2	1	-10
51	COC(=O)c1ccc(Cl)c(NC(=O)CN2CCOCC2)c1	10	-10	2	-6	19	-1	3	3	4
52	C(=N\N1CCN(C2c3ccccc3-c3ccccc32)CC1)/c1ccncc1	10	4	-2	1	-4	12	3	2	6
53	Cc1cccc(CN2CCN(C(=O)c3ccccc3F)CC2)c1	2	5	-2	-1	1	-4	14	-4	0
54	CCN1CCN(Cc2c(O)ccc3c(=O)c(-c4ccc(OC)c(OC)c4)c(C)oc23)CC1	1	0	0	2	8	5	7	3	8
55	N#Cc1ccccc1S(=O)(=O)N1CCN(S(=O)(=O)c2ccc(Br)c(C(=O)O)c2)CC1	4	6	-3	0	3	-2	0	-3	5
56	CC[C@@H](C)[C@H](NC(=O)OCc1ccccc1)c1nnc([C@@H](NC(=O)OCc2ccccc2)[C@@H](C)CC)o1	0	7	-1	-1	14	-1	6	1	11
57	CC(C)(C)C(=O)NC1CCN(S(C)(=O)=O)CC1	0	0	-1	-5	-6	-6	-1	1	-2
58	CCOC(=O)C1=CN(Cc2cccc(F)c2)S(=O)(=O)N(C)C1c1cccc(OC)c1 (configuration not stated)	6	4	/	1	/	-3	6	/	/
59	CCOC(=O)C1=C(C)NC(=NC)SC1c1ccccc1 (configuration not stated)	8	4	-1	-5	9	4	0	-11	14
60	CCCc1c(CC)c(=N)c2ccccc2n1C	-1	1	1	0	7	4	0	4	10

More records follow.
No.	mol	PAFAH1B3 inh	PAFAH1B2 FP inh	LYPLA1 inh	PAD4 inh	GSTO1 inh	PAFAH2 inh	pPAFAH inh	LYPLA2 counter	PREPL inhibitor
61	CC(C)C[C@H](NC(=O)N1c2ccccc2NC(=O)[C@@H]1C(C)C)C(=O)N[C@@H](Cc1ccccc1)C(=O)O	11	1	3	1	-6	2	8	2	9
62	Cc1cc(C)c[n+](-c2[nH]c(=O)sc2/C=N/N=C(\[O-])c2cccnc2)c1	-3	2	-2	2	7	4	-4	-7	16
63	CCc1cc2c(=O)[nH]c(CC(N)=O)nc2s1	1	3	0	5	-5	-10	5	3	-5
64	COCCC1CCCCN1C(=O)c1cc(COc2cccc(C(C)=O)c2)on1 (configuration not stated)	5	2	0	-2	-1	2	-2	4	-3
65	CCOc1ccc(NC(=O)[C@@H](NC(=O)c2ccco2)C(C)C)cc1	4	2	-1	-9	-1	1	4	-5	1
66	CC(=O)N1[C@H](C)C=C[C@]1(Cc1ccccc1)C(=O)NCCc1c[nH]c2ccccc12	2	6	-1	-1	11	2	8	2	10
67	CC1CCN(C(=O)c2cc(S(=O)(=O)N3CCOCC3)ccc2N2CCCC2)CC1	-2	4	-1	3	/	3	0	-1	-1
68	O=C(Nc1sc2c(c1-c1nc3ccccc3[nH]1)CCCC2)C1CC1	2	-3	-4	0	11	-2	5	-2	11
69	COc1ccc(C(=O)O/N=C(\N)c2ccccc2)cc1	10	2	0	-1	2	12	0	0	3
70	CCOC(=O)c1ccc(NC(=O)C(C)Sc2nc(O)c(-c3ccccc3)c(=O)[nH]2)cc1 (configuration not stated)	-4	5	0	9	-11	-3	1	1	5
71	COc1ccc(OC)c(N2C(=O)CC(Cc3cc(C)cc(C)c3)C2=O)c1 (configuration not stated)	-8	1	3	2	1	10	5	1	6
72	CC(C)CN(CCCNC(=O)CN1C(=O)CSc2ccc(S(=O)(=O)N3CCOCC3)cc21)CC(C)C	3	-1	3	0	-2	4	1	4	3
73	Cc1cc2c(cc(C(=O)OC(C(=O)NCc3ccco3)C(C)C)n2C)o1 (configuration not stated)	-3	4	0	1	-1	14	10	-4	8

Retrieved by compound from the list above:
No.	mol	PAFAH1B3 inh	PAFAH1B2 FP inh	LYPLA1 inh	PAD4 inh	GSTO1 inh	PAFAH2 inh	pPAFAH inh	LYPLA2 counter	PREPL inhibitor
71	COc1ccc(OC)c(N2C(=O)CC(Cc3cc(C)cc(C)c3)C2=O)c1 (configuration not stated)	-8	1	3	2	1	10	5	1	6
13	c1ccc(Cn2nnc3c(N4CCN(Cc5ccc6c(c5)OCO6)CC4)ncnc32)cc1	4	9	-10	4	1	6	2	-3	-32
